CF NFkB inh – cystic fibrosis NF-kB activation inhibition; inhibition, % at 5 µM; AID 588850; hit rate 0.86% among 360,000; KKLEB NF-kB-GFP reporter, PAF-induced, GFP fluorescence overnight;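 active = at least 50% inhibition at 5 µM, scaled per plate between neutral and stimulator controls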;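 also: PAF is a Pseudomonas aeruginosa culture filtrate used as stimulus; plate controls were PAF-stimulated DMSO wells for no effect and unstimulated DMSO wells for full effect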
HIF-2a inh – blocks HIF-2a reporter activity. 786-0 RCC cells HIF-2a reporter, luciferase luminescence, overnight. inhibition, % at 18.8 µM. hit rate 0.72% among 360,000. AID 624352;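 active = inhibition of the luminescence signal of 40% or more relative to plate controls, in a single-dose primary screen at 18.75 µM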
EBV LMP1 NFkB – reduces LMP1-driven NF-kappaB luciferase signal; hit rate 0.69% among 350,000; LMP1-induced NF-kappaB luciferase reporter cells, luminescence; inhibition, % at 12.5 µM; AID 504558; in the data active = inhibition above about 41%;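 also: 0% = neutral control wells and 100% = reference inhibitor control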
Shn3 inh set2 – Schnurri-3 reporter inhibition in Clone20 osteoblasts. Clone20 osteoblast Shn3 3'UTR firefly luciferase, 24 h. inhibition, % at 12.5 µM. hit rate 0.52% among 360,000;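 active = mean inhibition of at least 75% with every replicate also reaching 75%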;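 also: 0% = median of neutral control wells and 100% = pilot-screen positive control compound; some compounds past the cut are filed as inactive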
TRAIL sens C8 – sensitizes caspase-8 expressing cells to TRAIL. AID 624354. inhibition (viability loss, TRAIL sensitization), % at 10 µM. NB7+C8 cells + TRAIL, ATPlite viability luminescence. hit rate 1% among 360,000;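 active = compounds causing at least 50% loss of cell viability in the single-dose screen, relative to plate controls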
NR2E3 ag-1 – agonists of human nuclear receptor NR2E3; Q9Y5X4; GST-NR2E3/biotin-RetCOR TR-FRET, 1536-well; inhibition of corepressor binding, % at 4.78 µM; hit rate 0.12% among 320,000; AID 2300;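 active = percent inhibition above the cutoff of mean plus 3 SD of all tested compounds, set per screening campaign, cut at about 20% in these data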;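 also: 0% = DMSO wells and 100% = biotin wells as full block of FRET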
Target sequence (Q9Y5X4 whole entry, looked up): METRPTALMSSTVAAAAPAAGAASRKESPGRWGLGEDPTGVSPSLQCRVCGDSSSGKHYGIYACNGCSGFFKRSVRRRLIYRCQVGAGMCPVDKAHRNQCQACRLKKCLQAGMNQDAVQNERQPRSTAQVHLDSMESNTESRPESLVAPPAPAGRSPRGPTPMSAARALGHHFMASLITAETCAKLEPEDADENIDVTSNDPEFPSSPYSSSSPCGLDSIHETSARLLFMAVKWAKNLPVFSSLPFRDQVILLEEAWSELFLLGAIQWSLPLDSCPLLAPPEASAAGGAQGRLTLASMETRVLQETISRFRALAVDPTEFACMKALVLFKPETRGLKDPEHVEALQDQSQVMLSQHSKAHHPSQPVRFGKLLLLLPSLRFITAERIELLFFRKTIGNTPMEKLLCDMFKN
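System: GST-tagged NR2E3 plus biotinylated RetCOR corepressor; Amount: 1.35 nM GST-tagged NR2E3 final; Dosing: single nominal compound dose of 4.8 µM; Schedule: 5 h incubation at 4 °C; Technique: TR-FRET with europium anti-GST and streptavidin-D2, 340 nm excitation; Controls: biotin wells as high control, 0.6% DMSO wells as low control.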
NR2E3 ag-2 – human photoreceptor-specific nuclear receptor agonism. Q9Y5X4. CHO-S Gal4-NCOR/VP16-NR2E3 two-hybrid, luciferase. inhibition of corepressor binding, % at 3.98 µM. hit rate 0.35% among 360,000. AID 602229;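 active = inhibition above the mean of all tested compounds plus 3 SD, cut at about 70% in these data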;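 also: 0% = DMSO with NR2E3 transfected cells and 100% = cells lacking NR2E3 construct; higher means lower luciferase signal from less NR2E3 corepressor binding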
KKLEB cytotox – counter-screen for CF NF-kB inhibitors: cytotoxicity. hit rate 0.36% among 360,000. activity change (cytotoxicity), % at 5 µM. KKLEB CF airway cells viability, ATPlite luminescence, overnight; active compounds read low; cells stimulated with P. aeruginosa culture filtrate. AID 602141;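 active = corrected activity change at or below -50% at 5 µM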
iPSC survival up – hiPSC single-cell survival enhancement. ATPlite luminescence; 100% = ROCK inhibitor wells, 0% = DMSO. survival enhancement, % at 20 µM. hit rate 0.044% among 360,000; in the data active = survival enhancement above about 18%;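 also: cells exposed to compounds for 16 hours before the ATP read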
TRPM1 prom inh – reduces MITF-dependent TRPM1 promoter luciferase signal; SK-MEL-5 TRPM1 promoter luciferase, 24 h; inhibition, % at 12.5 µM; hit rate 0.83% among 330,000; AID 488899;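 active = mean inhibition across replicates of 60% or more, whatever share of single replicates reaches that level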; also: values of inactives mirror those of a sister screen read the other way
Peg3 prom inh – reduces Peg3 promoter-driven luciferase expression in HeLa; hit rate 1.7% among 360,000; HeLa PEG-Prom luciferase reporter, luminescence, overnight; inhibition, % at 20 µM; AID 588405;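 active = inhibition of at least 50% at 20 µM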
* = called active by the depositor; nt = no result given. These rows are one share of the data; count on the stated rates, not on these rows.

SMILES	CF NFkB inh	HIF-2a inh	EBV LMP1 NFkB	Shn3 inh set2	TRAIL sens C8	NR2E3 ag-1	NR2E3 ag-2	KKLEB cytotox	iPSC survival up	TRPM1 prom inh	Peg3 prom inh
COc1ccc(NC(=O)CC(NC(C)c2ccccc2)C(=O)O)cc1 (stereo not given)	2	4	1	7	-8	2	-28	0	-0.4	3	11
CCCCNC(=O)COC(=O)c1cc(F)c(F)cc1Cl	11	14	2	-12	-5	0	21	5	-0.5	5	4
O=C(CCC(=O)N1CCN(C2CCCCC2)CC1)Nc1nnc(C(F)(F)F)s1	5	11	-8	-8	-14	2	14	-1	-0.8	-5	-2
CCN(CC(=O)NC(C)C)C(=O)[C@H](C)NC(=O)c1ccc(Br)cc1	12	22	-2	-13	-16	-1	4	18	0.3	5	5
COc1ccc(C2=NOC3(CC(=O)N(c4ccc5ccccc5c4)C3=O)C2)c(OC)c1 (stereo not given)	4	-11	2	27	13	3	-2	0	-0.1	5	7
O=C(Nc1ccccc1)Nc1cc([N+](=O)[O-])ccc1F	-7	-32	9	-15	-7	-1	-33	11	2.3	-17	-21
Cc1ccc(Oc2nc3ccccn3c(=O)c2/C=C(\C#N)C(=O)Nc2c(C)n(C)n(-c3ccccc3)c2=O)cc1	11	1	9	-13	-6	-2	-29	4	3.0	6	1
O=C(Cc1cccs1)Nc1cc(SCCO)cc([N+](=O)[O-])c1	6	-1	-8	-1	-7	-3	-29	-7	0.4	-9	8
CCCOc1ccc(NC(=O)CC2C(=O)N(CC)C(=S)N2CCCN2CCN(Cc3ccccc3)CC2)cc1 (stereo not given)	-12	8	-41	1	1	2	-7	-15	-0.7	73*	76*
Cc1noc(NC(=O)c2ccccc2)c1C#N	6	12	1	-7	-3	0	-17	1	-0.9	1	7
Cn1c(=O)oc2ccc(C(=O)CSc3nnnn3-c3ccccc3)cc21	-1	3	2	20	-6	-2	7	5	-2.9	-8	10
c1ccc(CCC2CCCCN2Cc2nc(-c3ccc4c(c3)OCO4)no2)nc1 (stereo not given)	-13	-6	-11	-2	1	2	-2	-4	2.1	7	2
CCOC(=O)C(NC(=O)c1ccccc1)(N1CCCC1=O)C(F)(F)F (stereo not given)	4	26	0	-1	-5	2	-14	4	8.8	5	2
NC(C(=O)O)C1ON=C(Cl)C1O (stereo not given)	-1	-8	-4	-5	78*	nt	15	-3	0.1	25	59*
O=C1c2ccccc2NC(c2ccccc2)N1NS(=O)(=O)c1ccccc1 (stereo not given)	-2	12	-7	-5	-5	-2	-12	1	-0.6	7	-2
O=C(COc1ccc(S(=O)(=O)NC2CCCC2)cc1)N1CCCCCC1	-8	0	5	9	-8	0	-12	5	2.7	5	5
CC(=O)c1cnc(-c2cccc(Cl)c2)s1	-23	-247	-24	-24	1	0	-55	-5	0.0	-67	-172
O=C(NCc1ccccc1F)C1CCCN1C(=O)Nc1cccc(F)c1 (stereo not given)	2	20	-10	14	6	3	-22	1	-0.4	-1	1
Cc1ccc(-c2noc(CN(C(=O)Cc3ccccc3)C(C)C)n2)cc1	9	-3	3	56	-15	1	-2	3	2.1	4	8
O=C(c1ccccn1)c1conc1C(=O)c1ccc(Br)cc1	10	-39	1	-1	-4	-2	-12	10	4.1	6	-22
O=S(=O)(NC(=S)NC1CCCCC1)c1ccccc1	8	11	6	-3	-5	0	-4	3	0.9	12	1
CCC(=O)c1ccccc1OCCCCn1cncn1	6	15	1	10	-4	1	-8	-6	-0.4	14	17
O=C(CSc1n[nH]c(=O)[nH]c1=O)Nc1ccc2c(c1)C(=O)c1ccccc1C2=O	-7	-194	-8	-32	1	4	-30	-5	0.0	1	-135
CC1=N/C(=C\c2ccc([N+](=O)[O-])cc2)C(=O)N1c1cc(Cl)ccc1C	3	-16	-5	4	13	4	-21	-4	-1.5	7	1
O=C(COC(=O)/C=C/c1cccc(Cl)c1)Nc1ccc2[nH]c(=O)[nH]c2c1	-8	4	-6	-3	-17	1	-13	2	0.4	-5	0
More structures follow:
SMILES	CF NFkB inh	HIF-2a inh	EBV LMP1 NFkB	Shn3 inh set2	TRAIL sens C8	NR2E3 ag-1	NR2E3 ag-2	KKLEB cytotox	iPSC survival up	TRPM1 prom inh	Peg3 prom inh
OC(c1ccccc1)c1nc(-c2csc3ccccc23)cs1 (stereo not given)	-30	-142	nt	-41	0	nt	-45	-5	0.7	nt	-154
CC(C)CCn1c(=O)c2ccccc2n2c(CN(C)Cc3ccccc3)nnc12	9	31	5	6	-3	-1	-1	-10	0.3	2	25
Nc1ncnc2c1ncn2[C@@H]1O[C@H](C(=O)N2CCC[C@@H]2C(=O)OCc2ccccc2)[C@@H](O)[C@H]1O	-11	16	nt	7	-8	nt	12	7	5.3	nt	-7
Cc1ccccc1C#CC1=CC(=O)CC(C)(C)C1	1	-7	-3	0	20	nt	-24	2	-3.0	nt	-24
CCN(CC)C(=O)C1=C(C)N(CCC2=CCCCC2)C(=O)C(CC(=O)NCCc2ccccn2)C1 (stereo not given)	25	-18	-7	9	-15	nt	7	-13	2.6	nt	-12
COc1ccc(-c2n[nH]c3c2CN(C(=O)c2ccc(OC)c(OC)c2)CC3)cc1	21	17	19	6	33	-1	-23	-28	-0.7	24	19
COc1ccccc1NC(=O)c1ccc2nc(-c3ccccc3)c(-c3ccccc3)nc2c1	7	6	-3	20	19	-6	8	-8	1.3	-11	11
CCCc1[nH]nc2c1C(c1cccc(OC(=O)c3ccco3)c1)C(C#N)=C(N)O2 (stereo not given)	-16	16	8	-7	-9	5	-13	6	4.5	-3	13
Cc1ccc(NC(=O)C(=O)NCC2CCCN2S(=O)(=O)c2cccs2)c(C)c1 (stereo not given)	-36	-5	6	9	-4	-5	2	12	-0.4	11	2
C/C(=N\NC(=O)c1c(C)nc2ccccn12)c1ccc(O)cc1O	1	5	14	81	13	-2	-1	2	-0.8	51	52*
COc1ccc(CNc2nc(-c3ccccc3)nn2C(=O)c2ccc([N+](=O)[O-])cc2)cc1	-5	-170	-5	-8	4	-1	-48	-2	3.0	-38	-164
CNC(=O)[C@H]1O[C@@H](n2cnc3c(NCc4cccc(I)c4)ncnc32)[C@H](O)[C@@H]1O	-7	15	15	18	2	7	-20	-6	2.0	5	16
CN(C)c1ccc(C(CNS(=O)(=O)c2ccc([N+](=O)[O-])cc2)N2CCOCC2)cc1 (stereo not given)	11	3	-2	0	6	2	-1	-2	0.8	-9	-1
COc1ccc(N=Cc2ccc(CNS(=O)(=O)c3ccc(Cl)cc3)o2)cc1	-6	5	-12	3	6	0	-26	0	5.1	5	2
Cc1cccc(C)c1NC(=O)C(c1ccccc1OC(F)(F)F)N1CCN(C/C=C/c2ccccc2)CC1 (stereo not given)	17	-16	nt	44	-6	nt	8	-25	-1.4	nt	11
COC(=O)c1ccccc1N=Nc1c(C)n[nH]c1C	24	24	2	-52	1	-2	-13	1	0.9	-1	14
O=C(Nc1ccccc1C(=O)NCCCN1CCOCC1)c1cccc([N+](=O)[O-])c1	-24	-1	1	-6	-9	2	10	-4	-0.4	0	0
CCOC(=O)c1c(C)[nH]c(C(=O)NNC(=O)c2ccc(C(C)(C)C)cc2)c1C	22	20	0	4	-6	-1	-2	4	2.0	3	12
COc1ccccc1CNC(=O)CCc1c(C)nc2cc(-c3ccccc3OC)nn2c1C	-21	16	2	-2	0	-3	-5	2	2.1	3	16
CCN(C(=O)CSc1ccc2ccccc2c1)C1CCS(=O)(=O)C1 (stereo not given)	-6	11	0	22	-8	2	-5	12	-1.1	12	15
COCCN(CCOC)Cc1cc(=O)oc2ccc3ccccc3c12	0	10	nt	3	22	nt	-13	-12	3.9	nt	9
O=C(NC1CCN(S(=O)(=O)c2ccc(F)cc2)CC1)c1ccco1	3	-1	1	-6	-2	2	-1	-3	-0.4	4	3
Cc1cccc(OCC(=O)Nc2cc(NC(=O)COc3cccc(C)c3C)cc(C(=O)O)c2)c1C	-2	-30	-1	-1	-2	-1	-25	7	-0.3	19	-2
CC(=O)c1cc2c(cc1C)CCCC2(C)C	4	14	nt	6	4	nt	1	-8	-0.5	nt	-4
Cc1cccc(NC(=O)NNC(=O)c2cc3occc3[nH]2)c1C	-11	6	-2	14	-1	-2	-17	6	-0.3	6	-3
Later entries.
SMILES	CF NFkB inh	HIF-2a inh	EBV LMP1 NFkB	Shn3 inh set2	TRAIL sens C8	NR2E3 ag-1	NR2E3 ag-2	KKLEB cytotox	iPSC survival up	TRPM1 prom inh	Peg3 prom inh
Cc1ccc(S(=O)(=O)CCC(=O)OCc2nnc(-c3ccc([N+](=O)[O-])cc3)o2)cc1	12	7	-1	-27	2	nt	-7	-15	0.3	5	0
Cc1cc(Cl)ccc1NC(=S)N1CCN(C(=O)C2CCCO2)CC1 (stereo not given)	-5	13	20	2	-8	0	-10	10	-2.0	0	5
Cc1cc(=O)[nH]c2ccc(S(=O)(=O)NC3CCCCC3)cc12	-99	-10	13	-2	-9	2	-11	27	-0.5	-8	-24
C=CCNc1nc(N2CCOCC2)c(C#N)c2c1CN(C)CC2	2	18	-13	97*	-7	-2	-6	-5	-2.9	6	15
O=C(CN1CCCCCC1)Nc1ccc(F)c(F)c1	-8	-75	-6	4	3	-1	-4	-5	-1.2	6	-103
CC(/C=C/c1ccccc1)=N\NC(=O)c1cc(C)[nH]n1	12	-12	-36	-45	4	-1	-19	6	-0.5	10	-20
C[C@H]1CN=C(Nc2ccccc2)N1CCc1ccccc1	-23	7	-6	-8	-10	-5	-4	12	-1.3	4	8
O=C(NNC(=O)c1ccc2c(=O)n3c(nc2c1)CCC3)c1ccc(F)cc1	-6	7	-3	7	-12	-2	-8	3	0.3	3	6
CCOc1ncccc1C(=O)OC(C)C(=O)Nc1ccc(N2CCOCC2)cc1 (stereo not given)	11	-15	-6	3	-7	nt	-16	-7	-1.6	4	-11
Cn1ccc2c(-c3ccc(CO)cc3)cc3c(c21)C1CCC3O1 (stereo not given)	-20	-15	nt	1	-4	nt	-11	5	3.6	nt	8
COC(=O)COc1ccc(S(=O)(=O)N2CCCCC2)cc1[N+](=O)[O-]	-3	24	-5	-10	-2	3	27	12	-0.3	-11	16
O=C(CCN1CCOCC1)NCc1ccccc1	-11	15	3	-3	0	4	-3	10	-0.7	-2	12
Nc1c(-c2ccccc2)cnc2ncnn12	-26	5	2	7	-1	1	-4	4	0.8	7	-7
CN(C)CCN(C)Cc1ccccc1Sc1cccc2ccccc12	28	3	-12	11	6	0	-13	-12	-2.8	44	102*

Filtered by structure, the compounds so far with bromine (2)
SMILES	CF NFkB inh	HIF-2a inh	EBV LMP1 NFkB	Shn3 inh set2	TRAIL sens C8	NR2E3 ag-1	NR2E3 ag-2	KKLEB cytotox	iPSC survival up	TRPM1 prom inh	Peg3 prom inh
CCN(CC(=O)NC(C)C)C(=O)[C@H](C)NC(=O)c1ccc(Br)cc1	12	22	-2	-13	-16	-1	4	18	0.3	5	5
O=C(c1ccccn1)c1conc1C(=O)c1ccc(Br)cc1	10	-39	1	-1	-4	-2	-12	10	4.1	6	-22
